Source: PubChem
TRPC4 agonist – opens the mouse TRPC4 cation channel; 310,000 compounds, 0.49% hits; HEK293 TRPC4beta/mu-opioid, Fluo4 calcium fluorescence; hits give high values; Q9QUQ5; B-score at 10 µM; AID 2237;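 active = B-score above 5 SD of library B-scores, and initial fluorescence ratio not above library mean plus 5 SD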;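 note: positive B-score marks a calcium rise read as TRPC4 activation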
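Assay system: HEK293 stable line with TRPC4beta plus mu-opioid receptor; schedule: 45 min room-temperature Fluo4 loading, 110 s read; technique: kinetic Fluo4 calcium fluorescence; evaluation: integrated baseline-normalised fluorescence ratio, converted to per-well B score; controls: buffer (low) and maximal DAMGO (high)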
TRPC4 PAM – TRPC4 (mouse) allosteric potentiation. HEK293 TRPC4beta/mu-opioid, DAMGO EC20, Fluo-4 Ca2+ flux; hits give high values. B-score at 10 µM. 310,000 compounds, 0.42% hits. AID 2227;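 active = B-score of calcium response area above 5 SD of library B-scores, with initial fluorescence ratio within 5 SD of library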;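 note: B-score of integrated fluorescence ratio over time as area under calcium response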
MrgX1 antagonist – antagonists of human MrgX1 receptor; 310,000 compounds, 1.3% hits; MRGX1-HEK293 calcium flux, Fluo-4, BAM8-22 antagonism; hits give low values; B-score at 10 µM;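 active = calcium-response B-score plate-corrected more than 3 library SD below zero, starting fluorescence within 5 deviations, no agonist response on first addition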;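 note: peak minus trough fluorescence over baseline after final BAM8-22 challenge near maximal dose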
Target sequence (Q96LB2 whole entry, looked up): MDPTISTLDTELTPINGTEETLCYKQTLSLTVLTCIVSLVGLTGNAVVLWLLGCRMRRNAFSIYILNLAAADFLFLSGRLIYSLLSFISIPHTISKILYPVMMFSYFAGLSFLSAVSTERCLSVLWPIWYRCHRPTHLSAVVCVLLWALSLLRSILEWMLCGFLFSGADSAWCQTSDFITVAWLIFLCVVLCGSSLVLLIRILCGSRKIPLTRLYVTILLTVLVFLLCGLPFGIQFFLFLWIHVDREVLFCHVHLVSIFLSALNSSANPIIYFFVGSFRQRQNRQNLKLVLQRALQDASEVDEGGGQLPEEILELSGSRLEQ
KLF5 inh – suppresses KLF5 promoter-driven expression; DLD-1 KLF5 promoter-luciferase reporter, luminescence; 290,000 compounds, 0.23% hits; inhibition, % at 5 µM;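 active = inhibition above a per-plate limit of that plate's mean compound inhibition plus 3 SD, cut at about 60% in these data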;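 note: 0% = DMSO wells and 100% = LY294002 at 200 µM; higher means less KLF5 promoter-driven luciferase light; inactives centre near -14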
HIF activator – HIF pathway transcriptional activation. activation, % at 7.5 µM (by protocol). U2OS HRE-luciferase reporter, luminescence; normalized: DMSO 0%, desferrioxamine 100%. 300,000 compounds, 0.32% hits;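 active = mean activation of at least 10% of the iron chelator positive control signal, with at least half of replicates also reaching 10%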
SKKanGAS inh – blocks kanamycin growth of S. pyogenes SKKanGAS strain | BacTiter-Glo, 6 h | inhibition, % at 7.5 µM | 300,000 compounds, 1.3% hits | AID 1662;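 active = mean replicate score, as percent of positive control median, at least 50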;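 note: strain carries kanamycin resistance gene driven by streptokinase promoter and grows in 40 µg/ml kanamycin; loss of luminescence reflects streptokinase promoter inhibition or plain growth inhibition; 0% = median of DMSO wells and 100% = positive control at its reference dose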
IEC-6 cytotox – kills IEC-6 intestinal cells in KLF5 counter-screen; IEC-6 cytotoxicity, luminescence viability; inhibition, % at 5 µM; 290,000 compounds, 0.78% hits; in the data active = inhibition above about 22%;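 note: 0% = plate median of test compound wells and 100% = cytotoxic reference compound wells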
TRPC4 block – blocks the mouse TRPC4 cation channel | B-score at 10 µM | AID 2247 | 300,000 compounds, 0.39% hits | HEK293 TRPC4beta/mu-opioid, DAMGO-evoked Fluo4 calcium flux; hits give low values;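 active = B-score over 3 SD under the library average, no early fluorescence shift, positive overall ratio signal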
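Material: HEK293 cells with stable TRPC4beta plus mu-opioid receptor expression / Probe or stimulus: DAMGO in two steps, submaximal then maximal / Compound: single concentration per test compound / Technique: kinetic Fluo4 fluorescence imaging of calcium influx / Read-out: per-well B score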
aSyn 5UTR inh – MLPCN primary screen, SNCA 5' untranslated region; 300,000 compounds, 0.82% hits; inhibition, % (tested at 7.5 µM); alpha-synuclein 5'UTR reporter, inhibitor activity; in the data active = inhibition above about 60%;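 note: H4 neuroglioblastoma cells stably carrying SNCA 5'UTR luciferase fusion; 0% = DMSO wells and 100% = positive control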
TRPC6 inhibitor – blocks the mouse TRPC6 cation channel; HEK293-TRPC6, membrane potential dye, ACh-evoked depolarization; hits give low values; 310,000 compounds, 1.1% hits; B-score at 10 µM; AID 2553; Q61143;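 active = B-score under library mean minus 3 SD, initial fluorescence not abnormally high, positive integrated signal ratio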;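 note: B-score derived from integrated fluorescence ratio over the kinetic read; more negative B-score means stronger inhibition of depolarization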
TRPC6 activator – mouse TRPC6 channel activation; 310,000 compounds, 0.13% hits; B-score at 10 µM; HEK293-TRPC6 membrane potential dye fluorescence; hits give high values; AID 2550; Q61143;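 active = B-score of the integrated fluorescence ratio above library mean plus 3 SD, and starting fluorescence ratio within library mean plus 5 SD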;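 note: higher score means more depolarization so channel activation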
* marks the source's active call; other numbers are inactive results.

`CCS(=O)(=O)c1nc(S(=O)(=O)c2ccc(C)cc2)c(N2CCOCC2)s1` gave TRPC4 agonist inactive, TRPC4 PAM inactive, MrgX1 antagonist inactive, KLF5 inh -36.8, HIF activator -0.3, SKKanGAS inh -1.3, IEC-6 cytotox -1.7, TRPC4 block inactive, aSyn 5UTR inh 2.1, TRPC6 inhibitor inactive and TRPC6 activator inactive.
For Cc1ccc(NC(c2ccccc2)c2nc3ccccc3[nH]c2=O)cc1 (stereo unspecified) the results were TRPC4 agonist inactive, TRPC4 PAM inactive, MrgX1 antagonist inactive, KLF5 inh -1.6, HIF activator 0.4, SKKanGAS inh -1.9, IEC-6 cytotox 0.7, TRPC4 block inactive, aSyn 5UTR inh 5.3, TRPC6 inhibitor inactive and TRPC6 activator inactive.
Screening CCN1CCCC1CNC(=O)C1CCCN(S(=O)(=O)c2cccc3nsnc23)C1 (stereo unspecified) returned TRPC4 agonist inactive, TRPC4 PAM inactive, MrgX1 antagonist inactive, KLF5 inh -24.4, HIF activator 0.1, SKKanGAS inh 3.6, IEC-6 cytotox -4.6, TRPC4 block inactive, aSyn 5UTR inh 4.7, TRPC6 inhibitor inactive and TRPC6 activator inactive.
For CCOc1nc2cnccc2n(CC(=O)Nc2c(F)c(F)cc(F)c2F)c1=O the results were TRPC4 agonist inactive, TRPC4 PAM inactive, MrgX1 antagonist inactive, KLF5 inh -14.4, HIF activator -0.4, SKKanGAS inh 21.0, IEC-6 cytotox -7.0, TRPC4 block inactive, aSyn 5UTR inh 3.6, TRPC6 inhibitor inactive and TRPC6 activator inactive.
`Cc1c(NC(=O)CC(C)C)c(=O)n(-c2ccccc2)n1C` gave TRPC4 agonist inactive, TRPC4 PAM inactive, MrgX1 antagonist inactive, KLF5 inh -33.2, HIF activator -0.1, SKKanGAS inh -3.8, IEC-6 cytotox 7.6, TRPC4 block inactive, aSyn 5UTR inh -7.4, TRPC6 inhibitor inactive and TRPC6 activator inactive.
`CCOC(=O)c1c(NC(=O)C[n+]2ccc(N(C)C)cc2)sc(C)c1C` gave TRPC4 agonist inactive, TRPC4 PAM inactive, MrgX1 antagonist inactive, KLF5 inh -6.8, HIF activator 0.2, SKKanGAS inh -9.1, IEC-6 cytotox 7.5, TRPC4 block inactive, aSyn 5UTR inh 6.1, TRPC6 inhibitor inactive and TRPC6 activator inactive.
For CCOC(=O)N1CCN(C2=CC(=O)OC23CCCCC3)CC1 the results were TRPC4 agonist inactive, TRPC4 PAM inactive, MrgX1 antagonist inactive, KLF5 inh 1.0, HIF activator -0.3, SKKanGAS inh 18.8, IEC-6 cytotox 4.4, TRPC4 block inactive, aSyn 5UTR inh -13.3, TRPC6 inhibitor inactive and TRPC6 activator inactive.
CCC1CCCCN1CCCNC(=O)Cn1c(=O)c2cccn2c2ccccc21 (stereo unspecified) was read as TRPC4 agonist inactive, TRPC4 PAM inactive, MrgX1 antagonist inactive, KLF5 inh -3.5, HIF activator -0.5, SKKanGAS inh 3.1, IEC-6 cytotox 2.2, TRPC4 block inactive, aSyn 5UTR inh -24.8, TRPC6 inhibitor inactive and TRPC6 activator inactive.
COC(=O)C1=C(C)NC(C)=C(C(=O)OC)C1C(=O)OCCN1C(=O)c2ccccc2C1=O was read as TRPC4 agonist inactive, TRPC4 PAM inactive, MrgX1 antagonist inactive, KLF5 inh -19.9, HIF activator -0.3, SKKanGAS inh -0.8, IEC-6 cytotox 7.8, TRPC4 block inactive, aSyn 5UTR inh 12.8, TRPC6 inhibitor inactive and TRPC6 activator inactive.
Screening O=C(COc1ccccc1[N+](=O)[O-])OCC(=O)N1CCC(Cc2ccccc2)CC1 returned TRPC4 agonist inactive, TRPC4 PAM inactive, MrgX1 antagonist inactive, KLF5 inh -5.5, HIF activator 0.0, SKKanGAS inh -8.5, IEC-6 cytotox -5.2, TRPC4 block inactive, aSyn 5UTR inh -7.5, TRPC6 inhibitor inactive and TRPC6 activator inactive.
For CN(C)S(=O)(=O)N(CC(=O)NCCSCc1ccc(Cl)cc1)c1ccccc1 the results were TRPC4 agonist inactive, TRPC4 PAM inactive, MrgX1 antagonist -7.83*, KLF5 inh -45.9, HIF activator -0.4, SKKanGAS inh -2.3, IEC-6 cytotox -10.2, TRPC4 block inactive, aSyn 5UTR inh 25.8, TRPC6 inhibitor inactive and TRPC6 activator inactive.
`Cc1ccc(S(=O)(=O)N2CCC(=O)N(CCOC(=O)Nc3ccc(C)c(C)c3)CC2)cc1` gave TRPC4 agonist inactive, TRPC4 PAM inactive, MrgX1 antagonist inactive, KLF5 inh -9.2, HIF activator -3.2, SKKanGAS inh -6.9, IEC-6 cytotox 3.2, TRPC4 block inactive, aSyn 5UTR inh -0.6, TRPC6 inhibitor -6.91* and TRPC6 activator inactive.
`O=C(O)COc1ccccc1-c1ccccc1` gave TRPC4 agonist inactive, TRPC4 PAM inactive, MrgX1 antagonist inactive, KLF5 inh -21.2, HIF activator -0.2, SKKanGAS inh -4.9, IEC-6 cytotox -0.7, TRPC4 block inactive, aSyn 5UTR inh -31.4, TRPC6 inhibitor inactive and TRPC6 activator inactive.
Cc1c(Cl)cccc1NC(=O)CCCn1nc([N+](=O)[O-])cc1C was read as TRPC4 agonist inactive, TRPC4 PAM inactive, MrgX1 antagonist inactive, KLF5 inh -38.5, HIF activator -0.2, SKKanGAS inh -2.9, IEC-6 cytotox 3.1, TRPC4 block inactive, aSyn 5UTR inh -5.9, TRPC6 inhibitor inactive and TRPC6 activator inactive.
For COC(=O)c1cc(N2CCNCC2)nc2ccccc12 the results were TRPC4 agonist 87*, TRPC4 PAM 39*, MrgX1 antagonist inactive, KLF5 inh -34.8, HIF activator -0.1, SKKanGAS inh -9.0, IEC-6 cytotox -7.3, TRPC4 block inactive, aSyn 5UTR inh 10.6, TRPC6 inhibitor inactive and TRPC6 activator inactive.
For CSc1cccc(NC(=O)/C=C/c2ccccc2)c1 the results were TRPC4 agonist inactive, TRPC4 PAM inactive, MrgX1 antagonist inactive, KLF5 inh -112.5, HIF activator 5.2, SKKanGAS inh -5.6, IEC-6 cytotox -5.7, TRPC4 block inactive, aSyn 5UTR inh -226.2, TRPC6 inhibitor inactive and TRPC6 activator inactive.
`CN1CCN(c2ccccc2NC(=O)c2c(F)cccc2F)CC1` gave TRPC4 agonist inactive, TRPC4 PAM inactive, MrgX1 antagonist inactive, KLF5 inh -18.6, HIF activator -0.3, SKKanGAS inh -3.4, IEC-6 cytotox -4.3, TRPC4 block inactive, aSyn 5UTR inh 8.8, TRPC6 inhibitor inactive and TRPC6 activator inactive.
CCOc1ccc(-n2c(Cc3ccccc3)nnc2SCc2c(C)noc2C)cc1 was read as TRPC4 agonist inactive, TRPC4 PAM inactive, MrgX1 antagonist inactive, KLF5 inh -20.7, HIF activator -0.6, SKKanGAS inh 3.3, IEC-6 cytotox 5.0, TRPC4 block inactive, aSyn 5UTR inh 9.3, TRPC6 inhibitor inactive and TRPC6 activator inactive.
`O=C1NCC(NC(=O)C(F)(F)F)c2cc3c(cc21)OCO3` (stereo unspecified) gave TRPC4 agonist inactive, TRPC4 PAM inactive, MrgX1 antagonist inactive, KLF5 inh 6.0, HIF activator 0.0, SKKanGAS inh -0.6, IEC-6 cytotox -4.8, TRPC4 block inactive, aSyn 5UTR inh -3.1, TRPC6 inhibitor inactive and TRPC6 activator inactive.
For COC(=O)C1=C(C)n2cnnc2NC1c1ccc(Cl)cc1 (stereo unspecified) the results were TRPC4 agonist inactive, TRPC4 PAM inactive, MrgX1 antagonist inactive, KLF5 inh -0.9, HIF activator -0.4, SKKanGAS inh -5.0, IEC-6 cytotox -0.9, TRPC4 block inactive, aSyn 5UTR inh 9.9, TRPC6 inhibitor inactive and TRPC6 activator inactive.
`CCN(CC(=O)Nc1ccc(NC(C)=O)cc1)C(=O)c1cccc(S(=O)(=O)N2CCc3ccccc3C2)c1` gave TRPC4 agonist inactive, TRPC4 PAM inactive, MrgX1 antagonist inactive, HIF activator -0.3, SKKanGAS inh -6.9, TRPC4 block inactive, aSyn 5UTR inh 1.0, TRPC6 inhibitor inactive and TRPC6 activator inactive.
`CCCC(=O)Nc1ccc2c(c1)nc(CCN1CCCCC1)n2C` gave TRPC4 agonist inactive, TRPC4 PAM inactive, MrgX1 antagonist inactive, KLF5 inh 3.4, HIF activator 3.3, SKKanGAS inh -8.5, IEC-6 cytotox -6.8, TRPC4 block inactive, aSyn 5UTR inh 4.6, TRPC6 inhibitor inactive and TRPC6 activator inactive.
`COc1ccc(C)cc1NC(=O)CN1C(=O)COc2ccc(S(=O)(=O)N3CCOCC3)cc21` gave TRPC4 agonist inactive, TRPC4 PAM inactive, MrgX1 antagonist inactive, KLF5 inh -28.1, HIF activator 0.4, SKKanGAS inh 7.3, IEC-6 cytotox -13.9, TRPC4 block inactive, aSyn 5UTR inh 41.2, TRPC6 inhibitor inactive and TRPC6 activator inactive.
For C#CCNC(=O)C1=C[C@@H](C2CC2)C[C@@H](OCCCCO)O1 the results were TRPC4 agonist inactive, TRPC4 PAM inactive, MrgX1 antagonist inactive, HIF activator -0.4, SKKanGAS inh 4.9, TRPC4 block inactive, aSyn 5UTR inh -10.0, TRPC6 inhibitor inactive and TRPC6 activator inactive.
For Cc1ccccc1C(=O)N1CCC(C(=O)NC(C)c2ccc(-n3ccnc3)cc2)CC1 (stereo unspecified) the results were TRPC4 agonist inactive, TRPC4 PAM inactive, MrgX1 antagonist inactive, KLF5 inh -22.3, HIF activator 0.4, SKKanGAS inh 2.7, IEC-6 cytotox 4.8, TRPC4 block inactive, aSyn 5UTR inh 2.9, TRPC6 inhibitor inactive and TRPC6 activator inactive.
Screening O=C(O)COc1ccc(/C=N/Nc2nc(Nc3ccccc3)nc(N3CCCCC3)n2)cc1 returned TRPC4 agonist inactive, TRPC4 PAM inactive, MrgX1 antagonist inactive, KLF5 inh -7.2, HIF activator -0.1, SKKanGAS inh 56.9*, IEC-6 cytotox 6.2, TRPC4 block inactive, aSyn 5UTR inh -1.6, TRPC6 inhibitor inactive and TRPC6 activator inactive.

Not a hit list. About 5.8% of those tested had a hit in this group.
